HTT ATP protect: Huntington cell model cytoprotection by ATP luminescence; Potency, µM (top dose mostly 56.4 µM), without a hit: cytoprotection (ATP increase), actives largely listed as activators; AID 1471; 230,000 tested, 0.14% active; PC12 HTT-Q103 induced, cytoprotection, ATP luminescence, 40 h;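 note: % of control where 0% means no effect; nearly all actives have a fitted effect of over 45% in size; toxic huntingtin expression switched on by the ecdysone agonist tebufenozide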
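Stable PC12 Q103-GFP cells in serum-supplemented, phenol red-free DMEM; induction by tebufenozide at 100 nM final; compound dose series; cell viability quantified luminescently from ATP.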
L3MBTL1 block: L3MBTL1 (human) inhibition; Potency, µM (doses to about 57.1 µM), inactives show at the highest dose activity, negative = inhibition, hits mostly inhibitors; AID 485360; Q9Y468; 230,000 tested, 0.66% active; AlphaScreen L3MBTL1–H3K9me1 peptide binding; note: % is set by controls: 0 for no effect and ±100 for the full control effect; nearly all actives have a fitted effect of over 60% in size
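L3MBTL1 (50 nM) pre-complexed 30 min with biotinylated H3(1-15)K9me1 peptide (75 nM), then compounds added for 30 min at room temperature; AlphaScreen streptavidin donor/nickel chelate acceptor beads (10 ug/mL final) read after 30 min dark incubation.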
Tau fibril FP: inhibitors of human tau fibril formation; P10636; K18 P301L tau heparin fibrillization, Alexa594 FP, 6 h; Potency, µM (highest dose often 57.7 µM), without a hit: at the top dose activity, negative = inhibition, usual class: inhibitors; 280,000 tested, 0.39% active; AID 1468; note: % is set by controls: 0 for no effect and ±100 for the full control effect; nearly all actives have a fitted effect of over 55% in size
Target sequence (P10636 561-689 P618L limits assumed): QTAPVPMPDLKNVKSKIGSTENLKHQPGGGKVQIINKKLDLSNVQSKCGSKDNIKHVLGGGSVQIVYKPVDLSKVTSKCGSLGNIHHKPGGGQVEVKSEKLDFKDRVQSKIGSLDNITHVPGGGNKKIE
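Steps: dispense K18 P301L tau (15 uM plus 0.24 uM Alexa 594 tracer, final) in pH 7 sodium acetate; add compound; add heparin (20 uM final); incubate 6 hr, 37 C; add ThT (30 uM final); after 1 hr ambient, read FP.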
Tau fibril ThT: inhibitors of human tau fibril formation, thioflavin T binding. P10636. recombinant tau K18 P301L, heparin-induced fibrillization, ThT fluorescence. Potency, µM (doses to about 57.4 µM), without a hit: top-dose activity, negative = inhibition, actives largely listed as inhibitors. 270,000 tested, 2.1% active. AID 1460; note: % is set by controls: 0 for no effect and ±100 for the full control effect; nearly all actives have a fitted effect of over 55% in size
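Using a mix of unlabeled (15 uM) and Alexa 594-labeled (0.24 uM) tau K18 P301L, heparin-triggered fibrillization over 6 hr at 37 C was scored by ThT fluorescence.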
RECQ1 inh: blocks DNA unwinding by human RECQ1; P46063; RECQ1 DNA unwinding, red fluorescence kinetic read; Potency, µM (titrated, usually from 57.3 µM), inactives show at the highest dose activity, negative = inhibition, actives largely listed as inhibitors; 240,000 tested, 0.54% active;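 note: plate controls were vehicle for no effect and no enzyme for full effect; nearly all actives have a fitted effect of over 30% in size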
Target sequence (P46063 whole entry, looked up): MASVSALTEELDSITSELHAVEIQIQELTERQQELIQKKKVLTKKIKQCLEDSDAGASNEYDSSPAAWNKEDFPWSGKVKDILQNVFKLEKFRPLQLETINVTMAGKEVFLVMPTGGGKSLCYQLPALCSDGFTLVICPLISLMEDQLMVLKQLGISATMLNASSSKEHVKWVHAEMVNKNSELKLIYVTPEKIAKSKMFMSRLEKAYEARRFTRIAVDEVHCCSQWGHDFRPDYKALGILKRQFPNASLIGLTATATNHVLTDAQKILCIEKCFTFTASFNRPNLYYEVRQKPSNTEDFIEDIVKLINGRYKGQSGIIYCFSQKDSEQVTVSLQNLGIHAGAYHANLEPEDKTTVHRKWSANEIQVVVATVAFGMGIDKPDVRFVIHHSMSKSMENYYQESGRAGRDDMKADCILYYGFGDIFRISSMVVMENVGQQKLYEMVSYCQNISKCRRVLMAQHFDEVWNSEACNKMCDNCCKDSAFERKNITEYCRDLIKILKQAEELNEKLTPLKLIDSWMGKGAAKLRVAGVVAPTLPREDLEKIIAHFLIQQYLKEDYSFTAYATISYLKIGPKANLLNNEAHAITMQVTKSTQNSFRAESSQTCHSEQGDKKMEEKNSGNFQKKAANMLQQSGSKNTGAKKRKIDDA
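50 nM RECQ1T1 preincubated 15 min with compound in Tris pH 8.0 buffer with MgCl2, DTT, Tween-20 and 2.5 ug/ml poly(dI-dC); started with 200 nM TAMRA/BHQ-2 forked duplex and 2 mM ATP. Unwinding read as fluorescence (525/598 nm), two reads 2 h apart.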
TRb SRC2 PPI: inhibitors of human thyroid hormone receptor beta-SRC2 interaction. P10828. Potency, µM (top dose mostly 106 µM), for inactives: at the highest dose activity change, negative = inhibition, most hits filed as inhibitors. AID 1469. 280,000 tested, 0.065% active. TRbeta-SRC2 peptide binding, fluorescence polarization; receptor liganded with 1 µM T3;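 note: plate controls were bound peptide for no effect and peptide without receptor for full effect; nearly all actives have a fitted effect of over 50% in size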
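Read-out is fluorescence polarization (555 nm excitation, 632 nm emission) of a Texas Red SRC2 coactivator peptide; loss of signal reflects blocked binding to human TRb ligand-binding domain in the presence of 1 uM T3.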
TR SRC2 fluor cs: alters Texas Red total fluorescence, flagging assay interference; TRb/SRC2 Texas Red total fluorescence interference; Potency, µM (titrated, usually from 106 µM), inactives show top-dose fluorescence change, negative = quenching; 280,000 tested, 0.29% active; AID 1479; active = well fitted curve in either direction with a large enough effect; inconclusive = small, poorly fitted or top-dose-only effect; note: % is set by controls: 0 for no effect and ±100 for the full control effect
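Human TRb ligand-binding domain at 0.6 uM with 20 nM Texas Red SRC2 peptide in Tris buffer containing 1 uM T3 and 5% DMSO, incubated with compound 5 h at ambient temperature. Total fluorescence (555/632 nm) calculated as parallel + 2 × perpendicular.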
Tau fluor counter: counter-screen for tau fibril formation inhibitors; AID 1463; tau K18 P301L (four-repeat tau fragment) Alexa594 fluorescence, heparin fibrillization; Potency, µM (series often up to 57.7 µM), for the others: at the highest dose activity change, negative = decrease; 280,000 tested, 0.93% active; note: % is set by controls: 0 for no effect and ±100 for the full control effect; nearly all actives have a fitted effect of over 55% in size
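Human K18 P301L tau (15 uM unlabeled plus 0.24 uM Alexa 594-labeled, final) in 100 mM sodium acetate pH 7 was mixed with compound and 20 uM heparin and incubated 6 hr at 37 C.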
Starred values were filed as active, the others as inactive; i = inactive; u = inconclusive; x = not tested or not shown; [ ] = another dose, or the depositor's remark. Unless noted, calls come from the whole dose curve; as a rule, active = well fitted curve in the direction sought with a large enough effect; inconclusive = small, poorly fitted or top-dose-only effect, or another doubt; inactive = no such curve, though single readings can be large; an effect the other way counts as inactive or inconclusive. Potency is the fitted concentration of half-maximal effect. Not all compounds are listed; the hit share may differ from the screen's.

The opening three records, ahead of the listing:
structure | HTT ATP protect | L3MBTL1 block | Tau fibril FP | Tau fibril ThT | RECQ1 inh | TRb SRC2 PPI | TR SRC2 fluor cs | Tau fluor counter
CS(=O)(=O)N(Cc1ccccc1)c1ccc(C(=O)N2CCc3ccccc3C2)cc1 | -6% | 0% | -4% | -9% | i | -1% | 1% | -13%
CO/N=C(/CS(=O)(=O)c1ccc(Br)cc1)c1ccc(OC)cc1 | -18% | x | 5% | -19% | -11% | -9% | -1% | -21%
Cc1ccc(OCc2nnc(SCC(N)=O)n2N)cc1 | -11% | -1% | -2% | 2% | i | 5% | -2% | -6%

This part in full, from the first entry:
structure | HTT ATP protect | L3MBTL1 block | Tau fibril FP | Tau fibril ThT | RECQ1 inh | TRb SRC2 PPI | TR SRC2 fluor cs | Tau fluor counter
CS(=O)(=O)N(Cc1ccccc1)c1ccc(C(=O)N2CCc3ccccc3C2)cc1 | -6% | 0% | -4% | -9% | i | -1% | 1% | -13%
CO/N=C(/CS(=O)(=O)c1ccc(Br)cc1)c1ccc(OC)cc1 | -18% | x | 5% | -19% | -11% | -9% | -1% | -21%
Cc1ccc(OCc2nnc(SCC(N)=O)n2N)cc1 | -11% | -1% | -2% | 2% | i | 5% | -2% | -6%
C=CCOC(=O)C1=C(C)N=C2SCCC(=O)N2C1/C=C/c1ccccc1OC (stereo unspecified) | 21% | x | 0% | -13% | -28% | -1% | -7% | -21%
CCOC(=O)Cn1cc(C(=O)OC)c2ccccc21 | 8% | 7% | -5% | -10% | -19% | -1% | 1% | -11%
CCCC(=O)NCCc1cc2ccc(OC)cc2[nH]c1=O | 1%[1.9 µM] | 1% | -4% | -12% | 10% | -3% | -3% | -6%
CCOc1cc(C(=O)N2CCc3cc(OC)c(OC)cc3C2)ccc1OC(F)F | -3%[0.074 µM] | 1% | 2% | -7% | 8% | -12% | 0% | -5%
CN1Cc2sc(N)c(C#N)c2CC1(C)C | -14%[0.074 µM] | -6% | u | u | -10% | -3% | 5% | -26%
O=C(O)CSCC(=O)Nc1ccc(C(F)(F)F)cc1 | -13% | 46%[activator] | -1% | 12% | i | -8% | -1% | 2%
COc1ccc(C(=O)CSc2n[nH]c(=O)n2Cc2ccco2)cc1 | 10%[10 µM] | x | 7% | x | -4% | -4% | 0% | -9%
Cc1cc(/C=C2\SC(N)=NC2=O)c(C)n1-c1ccc(F)cc1 | -12%[10 µM] | 1% | -5% | u | -7% | -5% | 0% | -25%
c1ccc(CCNc2c3c(nc4ncnn24)CCC3)cc1 | -37% | -5% | -11% | -15% | -11% | -2% | -2% | -12%
Cn1c2c(c(=O)n(C)c1=O)C1(C(=O)Nc3ccccc31)C(C#N)=C(N)O2 (stereo unspecified) | 18% | 7% | u | 14µM* | -1% | 0% | -1% | -23%
O=C(COc1ccccc1C(=O)NCC1CCCO1)Nc1ccc(Br)cc1 (stereo unspecified) | -18% | x | -11% | -6% | i | 0% | 0% | -26%
CCOC(=O)C1(CCOc2ccccc2)CCN(Cc2cnc(C)[nH]2)CC1 | -23% | -15% | 5% | -1% | i | -7% | -1% | 1%
COc1ccc(S(=O)(=O)NCC2CCCN(C(=O)CNC(C)=O)C2)cc1 (stereo unspecified) | 8%[10 µM] | 6% | u | -3% | -5% | -1% | -2% | -7%
Cn1c(-c2ccc(F)cc2)cnc1NCc1ccc(C#N)cc1 | -18%[10 µM] | -2% | -3% | -9% | -1% | -21% | -1% | -12%
O=C(Nc1nc(-c2ccc(Br)cc2)ns1)c1ccccc1F | x | x | -13% | -19% | x | -4% | u | -21%
Cn1c(=O)oc2cc(S(=O)(=O)N3CCC(C(=O)NCc4cccs4)CC3)ccc21 | -6% | x | -11% | -8% | -5% | -13% | 0% | -9%
COc1ccc(OCc2nc(C#N)c(NCCCn3ccnc3)o2)cc1 | 17%[10 µM] | u | -3% | -6% | i | 1% | -2% | -10%
Cc1cn2c(=O)cc(COC(=O)COc3ccccc3C)nc2s1 | x | x | -8% | -12% | x | 2% | -2% | -12%
O=C(COc1ccc(Cl)cc1)N(Cc1ccco1)Cc1ccco1 | x | x | 4% | -8% | x | -2% | -2% | -8%
Cc1cccc(-c2nnc3n(CCc4ccccc4)c(=O)c4ccccc4n23)c1 | x | x | 6% | 3% | x | -1% | -1% | 1%
O=S(=O)(c1ccc(NC(=S)N2CCN(c3ccc(O)cc3)CC2)cc1)N1CCOCC1 | -16% | x | 10% | u | -10% | 0% | -2% | -26%
COC(=O)c1ccc(Cl)c(NC(=O)Cc2ccccc2[N+](=O)[O-])c1 | 21%[10 µM] | 5% | 3% | -2% | -7% | 0% | -1% | -10%

Single records, as listed above. Order of values: HTT ATP protect, L3MBTL1 block, Tau fibril FP, Tau fibril ThT, RECQ1 inh, TRb SRC2 PPI, TR SRC2 fluor cs, Tau fluor counter
CCOc1cc(C(=O)N2CCc3cc(OC)c(OC)cc3C2)ccc1OC(F)F is entered as -3%[0.074 µM], 1%, 2%, -7%, 8%, -12%, 0%, -5%
Cn1c(=O)oc2cc(S(=O)(=O)N3CCC(C(=O)NCc4cccs4)CC3)ccc21 is entered as -6%, x, -11%, -8%, -5%, -13%, 0%, -9%
O=C(Nc1nc(-c2ccc(Br)cc2)ns1)c1ccccc1F is entered as x, x, -13%, -19%, x, -4%, u, -21%

The listing picks up; the two compounds before the break are reprinted first.
Short forms: A = HTT ATP protect; B = L3MBTL1 block; C = Tau fibril FP; D = Tau fibril ThT; E = RECQ1 inh; F = TRb SRC2 PPI; G = TR SRC2 fluor cs; H = Tau fluor counter
O=S(=O)(c1ccc(NC(=S)N2CCN(c3ccc(O)cc3)CC2)cc1)N1CCOCC1
  A: -16%; B: x; C: 10%; D: u; E: -10%; F: 0%; G: -2%; H: -26%
COC(=O)c1ccc(Cl)c(NC(=O)Cc2ccccc2[N+](=O)[O-])c1
  A: 21%[10 µM]; B: 5%; C: 3%; D: -2%; E: -7%; F: 0%; G: -1%; H: -10%
O=C(O)C1CCCN1S(=O)(=O)c1ccc(Br)s1 (stereo unspecified) (tested in a mixture with another compound)
  A: -32%[10 µM]; B: 12%; C: 8%; D: -18%; E: 1%; F: -4%; G: -7%; H: 1%
Cc1ccc(NC(=O)c2sccc2-n2cccc2)c(Cl)c1
  A: -9%; B: x; C: -6%; D: -17%; E: i; F: -1%; G: -1%; H: -24%
O=C(O)c1ccc(CSc2ncn[nH]2)cc1
  A: 0%[10 µM]; B: 4%; C: 3%; D: -9%; E: 3%; F: 1%; G: -2%; H: -8%
Cc1cccc(N2C(=O)/C(=C\c3ccc(C(=O)O)cc3)c3ccccc3C2=O)c1
  A: x; B: 1%; C: -4%; D: -11%; E: -1%; F: -3%; G: 0%; H: -8%
CCOc1ccc(N2C(=O)c3[nH]nc(-c4ccc(OC)cc4)c3C2c2cccs2)cc1 (stereo unspecified)
  A: x; B: x; C: u; D: u; E: x; F: 3%; G: 3%; H: u
O=[N+]([O-])c1cc(Br)c(O)c(/C=N/Nc2nc3ccccc3s2)c1
  A: -75%[inhibitor][10 µM]; B: -6%; C: u; D: 4.5µM*; E: i; F: 7%; G: -5%; H: 7.9µM*[quencher]
c1ccc(N2OCC3Cn4c(nc5ccccc54)C32)cc1 (stereo unspecified)
  A: -11%[10 µM]; B: x; C: 4%; D: -19%; E: i; F: 2%; G: 0%; H: -11%
COc1ccc(S(=O)(=O)c2cn(C)c3cc(N4CCOCC4)c(F)cc3c2=O)cc1
  A: x; B: x; C: 1%; D: -2%; E: x; F: 1%; G: 5%; H: -1%
O=[N+]([O-])c1cc(-c2nc(-c3ccccc3)no2)ccc1NC1CCCCC1
  A: x; B: x; C: 3%; D: -12%; E: x; F: 7%; G: -2%; H: -14%
Cc1ccc(NC(=O)CCNS(=O)(=O)c2ccc3c(c2)oc(=O)n3C)cc1
  A: 6%; B: x; C: 3%; D: -15%; E: -16%; F: 1%; G: 0%; H: -9%
CN(CCc1ccccn1)C(=O)Nc1cccc(Cl)c1
  A: -4%[10 µM]; B: 2%; C: -6%; D: -4%; E: i; F: -9%; G: 0%; H: -6%
CCOC(=O)c1c(NC(=O)c2ccc(S(=O)(=O)N3CCC(C)CC3)cc2)sc2c1CCN(CC)C2
  A: x; B: x; C: 0%; D: -9%; E: x; F: -4%; G: -1%; H: -17%
COc1ccccc1CNC(=O)COCc1cc(-c2cccs2)on1
  A: x; B: x; C: 2%; D: -11%; E: x; F: 3%; G: -10%; H: -16%
Clc1cccc(-c2nnc(CN3CCN(c4ccccn4)CC3)o2)c1
  A: x; B: x; C: -1%; D: -14%; E: x; F: -1%; G: -2%; H: -13%
COc1ccc(C(=O)NCc2nnc(SC)n2Cc2ccccc2)cc1
  A: -13%; B: x; C: 4%; D: -6%; E: -1%; F: -10%; G: 1%; H: -6%

(cont.)
Short forms: A = HTT ATP protect; B = L3MBTL1 block; C = Tau fibril FP; D = Tau fibril ThT; E = RECQ1 inh; F = TRb SRC2 PPI; G = TR SRC2 fluor cs; H = Tau fluor counter
N#Cc1c(N)nc2c(c1-c1ccccc1)CCCC2
  A: 11%; B: -1%; C: 0%; D: -6%; E: -1%; F: 1%; G: -5%; H: -1%
CC(=O)c1cc(-c2ccccc2)n(CCC(=O)NC2CCCCCCC2)c1C
  A: 6%[10 µM]; B: -4%; C: 4%; D: -3%; E: -7%; F: 8%; G: -1%; H: 7%
O=C1c2ccccc2NC(c2ccccc2)N1/N=C/c1ccccc1 (stereo unspecified)
  A: -83%[inhibitor]; B: -4%; C: 7%; D: -2%; E: -8%; F: 2%; G: 0%; H: u
CCc1noc(C)c1C(=O)NCCc1ccc(OC)c(OC)c1
  A: -15%; B: 2%; C: -1%; D: -6%; E: -14%; F: 5%; G: -4%; H: -4%
O=C1Nc2ccccc2C1(O)Cc1ccccn1 (stereo unspecified)
  A: 0%[10 µM]; B: -1%; C: -2%; D: -7%; E: -1%; F: -3%; G: 2%; H: -4%
O=C(COC(=O)c1cc(-c2cccs2)nc2ccccc12)c1ccc(Cl)cc1
  A: x; B: x; C: u; D: -16%; E: x; F: 6%; G: -3%; H: -29%
